GCN5L2 inh: qHTS Assay for Inhibitors of GCN5L2 | Histone acetyltransferase KAT2A (Homo sapiens), Q92830 | GCN5L2 HAT assay, ThioGlo1 CoA-SH fluorescence | 390,000 tested, 0.21% active | Potency, µM (doses to about 58.9 µM), for inactives: at the top dose activity change, negative = inhibition, usual class: inhibitors | AID 504327, 2011
Target sequence (Q92830 whole entry, looked up): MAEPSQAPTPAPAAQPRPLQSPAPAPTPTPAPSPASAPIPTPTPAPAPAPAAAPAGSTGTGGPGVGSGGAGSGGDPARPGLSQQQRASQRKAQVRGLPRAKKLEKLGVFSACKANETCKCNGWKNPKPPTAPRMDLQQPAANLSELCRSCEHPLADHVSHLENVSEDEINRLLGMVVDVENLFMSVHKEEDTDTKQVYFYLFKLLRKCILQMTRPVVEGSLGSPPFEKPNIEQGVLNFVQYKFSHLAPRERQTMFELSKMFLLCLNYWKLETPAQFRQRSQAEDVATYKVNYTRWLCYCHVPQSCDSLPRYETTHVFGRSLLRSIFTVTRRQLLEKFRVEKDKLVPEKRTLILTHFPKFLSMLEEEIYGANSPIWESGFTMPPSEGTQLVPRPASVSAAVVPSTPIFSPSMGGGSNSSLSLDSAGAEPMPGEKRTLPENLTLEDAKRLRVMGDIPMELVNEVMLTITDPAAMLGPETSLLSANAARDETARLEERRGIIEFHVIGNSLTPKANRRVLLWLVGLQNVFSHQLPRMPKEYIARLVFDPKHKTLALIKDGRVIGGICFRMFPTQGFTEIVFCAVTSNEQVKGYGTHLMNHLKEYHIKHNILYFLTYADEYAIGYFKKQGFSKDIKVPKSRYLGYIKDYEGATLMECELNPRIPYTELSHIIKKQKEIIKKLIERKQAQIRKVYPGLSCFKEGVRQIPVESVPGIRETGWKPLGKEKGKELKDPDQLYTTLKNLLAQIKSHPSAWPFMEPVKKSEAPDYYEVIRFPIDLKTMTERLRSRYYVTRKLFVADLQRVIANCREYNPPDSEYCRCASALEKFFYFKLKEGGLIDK
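Preincubate 20nM GCN5L2 with compound 15 min, RT → add 50uM ThioGlo1 + 75uM H3(1-25) + 70uM acetyl-CoA → read fluorescence 0 and 20 min. Primary qHTS; fluorescent artifacts likely.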
TDP1 block: qHTS Assay for Inhibitors of Tyrosyl-DNA Phosphodiesterase (TDP1) | 350,000 tested, 0.28% active | recombinant TDP1, AlphaScreen DNA substrate cleavage | Tyrosyl-DNA phosphodiesterase 1 (Homo sapiens), Q9NUW8 | Potency, µM (doses to about 130 µM), without a hit: at the top dose activity change, negative = inhibition, most hits filed as inhibitors; note: nearly all actives have a fitted effect of over 40% in size
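Recombinant E. coli-expressed Tdp1 (1 nM) preincubated with compound 15 min at RT, then 5'-biotin/3'-phosphotyrosine-FITC DNA substrate (15 nM) added for 5 min. AlphaScreen beads (10 ug/ml) added, 10 min RT; tyrosine-FITC cleavage read as signal loss.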
DT40 TDP1 no CPT: qHTS for Inhibitors of human tyrosyl-DNA phosphodiesterase 1 (TDP1): qHTS in cells in absence of CPT | DT40 Tdp1-/- hTDP1 cells, no CPT, ATP luminescence, 48 h | Potency, µM (doses to about 46.2 µM), for inactives: at the top dose activity change, negative = growth inhibition, most hits filed as inhibitors | 420,000 tested, 15% active | AID 686978, 2013; note: nearly all actives have a fitted effect of over 55% in size
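Compound effects on proliferation are scored in DT40 Tdp1-/-;hTDP1 cells in the absence of CPT. ATP levels (CellTiter-Glo luminescence) are recorded after a ≥48 hr, 37 °C incubation.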
Starred values were filed as active, the others as inactive; ? = inconclusive; . = not tested or not shown; & = joins results of further samples; ! = repeats disagree; [ ] = dose if it differs, or a comment. Calls come from the whole dose curve; as a rule, active = well fitted curve in the direction sought with a large enough effect; inconclusive = small, poorly fitted or top-dose-only effect, or another doubt; inactive = no such curve, though single readings can be large; an effect the other way counts as inactive or inconclusive. % is set by controls: 0 for no effect and ±100 for the full control effect; potency is the fitted concentration of half-maximal effect. An excerpt (hit frequency here may not be typical).

Values run as follows: GCN5L2 inh, TDP1 block, DT40 TDP1 no CPT
Cc1oc(-c2cccc(Br)c2)nc1CN1CCC(C(=O)NCc2ccccc2)CC1
  -7.1%, 9.3%, ?
COCCN(C)Cc1cn(-c2ccc(F)cc2F)nc1-c1ccccc1C
  2.4%, ?, ?
COc1ccc(N2CCN(C(=O)c3ccc(C)cc3)CC2)c([N+](=O)[O-])c1
  -3.2%, 6.7%, ?
COc1ccc(F)cc1C(=O)C1CCCN(Cc2cn(C)c3ccccc23)C1 (stereo unspecified)
  -2.3%, 3.6%, 13µM*
Cc1nn2c(N3CCN(C(=O)c4ccco4)CC3)cc(C(C)(C)C)nc2c1-c1ccccc1
  26.1%, 2.1%, ?
COc1ccc(NS(=O)(=O)c2cccc(C(=O)NCC(c3ccccc3OC)N3CCCC3)c2)cc1 (stereo unspecified)
  -0.1%, -0.5%, ?
COC(=O)c1ccccc1NC(=O)CSc1nccc(C)n1
  0.0%, 0.0%, 0.9%
Cc1cccc(Nc2nc(N)c([N+](=O)[O-])c(N3CCN(C)CC3)n2)c1
  -1.5%, 0.6%, ?
O=c1c(S(=O)(=O)c2cccc(Cl)c2)cn(Cc2ccccc2)c2cc(N3CCOCC3)c(F)cc12
  -7.0%, 3.7%, -25.9%
Cc1ccc(C)c2sc(N3CCN(C(=O)C(C)(C)C)CC3)nc12
  -1.2%, -2.6%, ?

Taken from the results shown, 6 compounds:
Values run as follows: GCN5L2 inh, TDP1 block, DT40 TDP1 no CPT
Cc1oc(-c2cccc(Br)c2)nc1CN1CCC(C(=O)NCc2ccccc2)CC1
  -7.1%, 9.3%, ?
COCCN(C)Cc1cn(-c2ccc(F)cc2F)nc1-c1ccccc1C
  2.4%, ?, ?
COc1ccc(N2CCN(C(=O)c3ccc(C)cc3)CC2)c([N+](=O)[O-])c1
  -3.2%, 6.7%, ?
COc1ccc(F)cc1C(=O)C1CCCN(Cc2cn(C)c3ccccc23)C1 (stereo unspecified)
  -2.3%, 3.6%, 13µM*
Cc1nn2c(N3CCN(C(=O)c4ccco4)CC3)cc(C(C)(C)C)nc2c1-c1ccccc1
  26.1%, 2.1%, ?
COc1ccc(NS(=O)(=O)c2cccc(C(=O)NCC(c3ccccc3OC)N3CCCC3)c2)cc1 (stereo unspecified)
  -0.1%, -0.5%, ?

Next part:
Values run as follows: GCN5L2 inh, TDP1 block, DT40 TDP1 no CPT
Cc1onc(-c2c(F)cccc2Cl)c1C(=O)OCn1nnc2ccccc2c1=O
  -6.2%, -1.2%, 23.1µM*
CC(C)c1ccc(C2NC(=O)c3ccccc3O2)cc1 (stereo unspecified)
  -2.3%, -13.4%, -23.9%
CN(C)S(=O)(=O)c1ccc(N2CCOCC2)c(C(=O)NCc2ccc3c(c2)OCO3)c1
  -1.4%, 1.0%, ?
Cc1cc(C(=O)CSc2nc3ccccc3[nH]2)c(C)n1Cc1ccco1
  -4.8%, 11.3%, 5.8µM*
O=C(CSc1nnc2c(n1)[nH]c1ccccc12)Nc1nncs1
  -2.0%, 6.6%[0.0935 µM], -4.7%
Cn1cccc1C(=O)NC(=O)COC(=O)c1ccc(S(C)(=O)=O)c([N+](=O)[O-])c1
  -4.1%, 2.8%&4.1%, 4.47µM*
Nc1cc(=O)[nH]n1C1CCCCC1
  -2.1%, -3.6%, -10.9%
CSCc1ccc(C(=O)N2CCC(CCC(=O)N(C)Cc3ccccc3)CC2)o1
  -4.8%, 2.8%, -26.2%
O=C(Nc1ccc(F)c(Cl)c1)c1nsc(Cl)c1Cl
  -3.2%, -3.8%, ?
COc1ccc(NC(=O)CSc2nc(N3CCCCC3)nc(N3CCCCC3)n2)cc1
  1.5%, -1.0%, -17.3%
CC(C)C(CCNCc1ccccn1)c1ccc(Cl)cc1 (stereo unspecified)
  8.8%, ., 13µM*
C=CCOc1cccc(/C=N/NC(=O)CN(c2cc(Cl)ccc2OC)S(=O)(=O)c2ccc(C)c([N+](=O)[O-])c2)c1
  -3.9%, 2.7%, 16.4µM*
Cc1cc(C)cc(NC(=O)COc2coc(CN3CCc4ccccc43)cc2=O)c1
  -15.6%, 0.7%, ?
COc1cc2[nH]c(=O)n(CCC(=O)N3CCN(Cc4ccc5c(c4)OCO5)CC3)c(=O)c2cc1OC
  -2.3%, 0.5%, -24.4%
COCCCNC(=O)c1ccc2c(c1)CCN2S(C)(=O)=O
  ., -2.0%, -2.4%
COc1ccc(Cl)cc1NC(=O)C(C)Sc1nnc(C2CC2)n1C1CC1 (stereo unspecified)
  -8.8%, 0.0%[56.1 µM], -6.7%
COc1cccc(Cn2c(=O)c(-c3cc(F)cc(F)c3)nc3cnc(N(C)C)nc32)c1
  -6.5%, ., -1.6%
COC(=O)c1cc(-c2c(C)oc3cc(OC)ccc3c2=O)c(C)o1
  -2.7%, 3.6%, 18.4µM*
CC(=O)Nc1ccc(C2=NN(c3ccccc3)C(c3cccs3)C2)cc1 (stereo unspecified)
  ?, -3.6%, -28.2%
CCc1ccccc1NS(=O)(=O)c1cc(Br)cc2c1N(C(=O)C1CC1)CC2
  2.9%, 0.0%, 18.4µM*
CN(CC(=O)Nc1ccc(F)c(F)c1F)C(=O)/C=C/c1ccco1
  1.0%, ?, -13.9%
CCCc1cnc2c(c1SCC(=O)Nc1ccc(C)c(Cl)c1)c(=O)n(C)c(=O)n2C
  9.3%, 2.6%, ?
CCOc1ccc(NC(=O)NCc2ccccn2)cc1
  -9.1%, 0.3%[56.1 µM], 20.2%
COc1ccc(NC(=O)c2cccc([N+](=O)[O-])c2)cc1
  -4.0%, 2.6%, -1.1%
Cc1ccc2cc3c(NC(=O)c4ccco4)nn(CC(C)C)c3nc2c1
  -3.0%, 7.2%, ?
COc1ccc(NC(=O)CN(c2ccc(C)cc2)S(=O)(=O)c2c(C)nn(C)c2C)cc1
  1.6%, 2.5%, 0.4%
CC(=O)NC1C(O)OC(CO)C(O)C1O (stereo unspecified)
  3.1%, ., 11.1%
Cc1ccc(NC(=O)NC(=O)N(c2ccccc2)S(C)(=O)=O)cc1
  -8.7%, 0.0%, -3.6%
Cc1cccc(NCc2ccccc2OCc2ccccc2F)c1
  4.2%, 4.1%, -19.2%
C=CCCC(=O)Nc1nc(C)c(-c2csc(Nc3cc(OC)ccc3OC)n2)s1
  -8.6%, 8.8%, 2.59µM*
CC(C)CNc1nc(Oc2ccc(OCC(N)=O)nn2)nc(N2CCOCC2)n1
  -1.2%, -4.7%, -5.3%
COC(=O)c1ccc(/C=N/Nc2nc3ccccc3[nH]2)cc1
  -13.1%, 2.6%, ?
CCOc1ccc(C(C)NC(=O)c2ccccc2F)cc1 (stereo unspecified)
  -4.5%, 0.0%, -11.4%
CC(C)Oc1ccc(NC(=O)c2cc3ccccc3o2)cc1
  -5.9%, ., -62.1%
O=c1[nH]c2cccnc2c2ccsc12
  -8.4%, 5.1%, ?
O=C(Cc1c[nH]c2ccccc12)NCc1cccs1
  -2.5%, 5.3%, -23.7%
Fc1ccc(-n2c(Cn3nnc4ccccc43)n[nH]c2=S)cc1
  -6.8%, 6.0%, 13.7%
Fc1ccccc1CSc1nncn1NC/C=C/c1ccccc1
  -2.8%, 0.0%, ?
CCN(Cc1ccccc1)S(=O)(=O)c1ccc(C(=O)N(CCCN(C)C)c2nc3cc4c(cc3s2)OCO4)cc1
  -5.6%, 11.9%, -27.2%
Cc1nnc(SCc2cccc(Oc3ccccc3)c2)n1N
  -6.9%, 4.6%, -9.1%
Cc1ccccc1Nc1nc(N)nc(CN2CCN(C(=O)c3ccccc3)CC2)n1
  -0.5%, 1.2%, 3.0%
C[C@@H]1C[C@H]2[C@H]3C[C@@H](F)C4=CC(=O)C=C[C@]4(C)[C@@]3(Cl)[C@@H](O)C[C@@]2(C)[C@@H]1C(=O)COC(=O)C(C)(C)C
  6.6%[21.4 µM], 4.2%, .
Nc1ncnc2c1ncn2C1OC(CO)C(O)C1O (stereo unspecified)
  -23.5%, 4.8%, 0.92µM*!
CC1(c2ccc(OC(F)F)cc2)NC(=O)N(CC(=O)c2ccc3c(c2)OCO3)C1=O (stereo unspecified)
  -1.5%, ., -20.7%
COc1cc2nc(CN3CCN(S(=O)(=O)c4c(F)cccc4F)CC3)[nH]c(=O)c2cc1OC
  -2.1%, 0.9%, -14.9%
COC(=O)Cn1c(=NC(=O)c2cc(OC)cc(OC)c2)sc2cc(OC)ccc21
  ?, 0.6%, ?
COc1ccccc1Nc1ncnc2c1oc1ccccc12
  -5.3%, 1.0%, 11.6µM*
CCN(CC(=O)Nc1ccccc1C(F)(F)F)C(=O)C1CSC2(C)CCC(=O)N12 (stereo unspecified)
  -3.6%, ., 2.5%
COC(=O)c1ccc(NC(=O)c2ccc[n+]([O-])c2)cc1
  0.1%, 0.6%, 22.4%
COC(=O)Nc1nn(-c2ccc(Cl)cc2)c(=O)c(C#N)c1C
  -6.7%, 3.8%, 30.0%

An excerpt of these results, tab-delimited:
SMILES	GCN5L2 inh	TDP1 block	DT40 TDP1 no CPT
Cc1ccccc1Nc1nc(N)nc(CN2CCN(C(=O)c3ccccc3)CC2)n1	-0.5%	1.2%	3.0%
COc1cc2nc(CN3CCN(S(=O)(=O)c4c(F)cccc4F)CC3)[nH]c(=O)c2cc1OC	-2.1%	0.9%	-14.9%

Next part.
Values run as follows: GCN5L2 inh, TDP1 block, DT40 TDP1 no CPT
O=[N+]([O-])c1ccc(Nc2nc(NCCO)nc(N3CCCC3)n2)cc1
  4.4%, -7.5%, 20.6µM*
CC(=O)NS(=O)(=O)c1ccc(NS(=O)(=O)c2ccccc2[N+](=O)[O-])cc1
  -9.4%, ., -0.6%
CCOC(=O)Cc1csc(NC(=O)c2csc3c2CCCC3)n1
  -12.0%, 2.1%, -27.1%
O=C(NCC1(c2ccccc2)CCCC1)C(=O)Nc1cccc(Br)c1
  -1.4%, 4.7%, -28.8%
CCOC(=O)c1c(C)n(-c2ccccc2)c2ccc(OC(=O)c3c(F)cccc3F)cc12
  0.5%, -1.3%[12.3 µM], -7.0%
Oc1ccc2c(c1)OCC1c3cc4c(cc3OC21)OCO4 (stereo unspecified)
  4.1%, -11.0%, 1.6%
CCc1ccccc1OCCSc1nc(-c2cccs2)nc2cc(=O)[nH]n12
  1.8%, 2.6%, -27.3%
O=C(c1ccco1)N1CCN(c2ncnc3c2oc2ccccc23)CC1
  -27.3%, 2.6%, 13µM*
CC(=O)c1ccc(N2CCN(c3ccc4cc(S(=O)(=O)N5CCC(C)CC5)ccc4n3)CC2)cc1
  -4.1%&33.1%, 6.2%&5.3%, 7.31µM*!
O=C(CN1CCOCC1)Nc1cccc(Cl)c1Cl
  -7.5%, 5.1%, -11.5%
CCN(CCCNC(=O)c1nn(-c2ccc(OC)c(Cl)c2)c(=O)c2c1c1ccccc1n2C)c1cccc(C)c1
  -3.9%, 0.0%, -23.1%
Cc1cccc(C2(c3cccc(C)c3)OC(=O)c3ccccc32)c1
  -9.6%, -3.1%, ?
COc1cc(CCC(=O)N2CCN(S(=O)(=O)c3ccc(C)cc3)CC2)cc(OC)c1OC
  -2.1%, 0.5%[56.1 µM], ?
CCCC(=O)Nc1nc2nc(-c3ccccc3)cc(-c3ccccc3)n2n1
  -19.3%, 4.0%, ?
COc1ccc(C(=O)NCC(=O)OCc2ccc([N+](=O)[O-])cc2)cc1
  -2.5%, 5.5%, 1.9%
Cc1ccc(C(=O)CN(CCC(=O)O)S(=O)(=O)c2ccc([N+](=O)[O-])cc2)cc1
  -7.2%, 2.8%, 1.0%
Cc1ccc(CN(c2ccc(C(=O)N3CCc4ccccc4C3)cc2)S(C)(=O)=O)cc1
  0.3%, 2.3%, 14.6µM*
COc1ccccc1C(=O)NCC(=O)OCC(=O)NNC(=O)c1ccc(Br)cc1
  -0.1%, -0.3%, -3.8%
COc1ccc(NC2CCCN(Cc3cccc4cnccc34)C2)cc1OC (stereo unspecified)
  -2.1%, ., 20.6µM*
COc1ccc(CCNS(=O)(=O)CC23CCC(CC2=O)C3(C)C)cc1OC (stereo unspecified)
  -1.7%, ., -24.5%
CN(CC(=O)Nc1ccc(C(N)=O)cc1)CC(=O)Nc1ccccc1Br
  -4.0%, 3.7%, 13.8%
O=C(O)COCc1nc2ccccc2s1
  4.3%, -0.6%, 21.8%
Cc1cnc(CNc2cc(-c3ccccc3Cl)ncn2)cn1
  3.0%, ., 2.0%
Oc1ccccc1Oc1c(F)c(F)nc(N2CCCC2)c1F
  -7.2%, -1.1%, -15.2%

Screening results deposited in PubChem by National Center for Advancing Translational Sciences (NCATS).
